Pf growth 96h: Primary qHTS for delayed death inhibitors of the malarial parasite plastid, 96 hour incubation. Potency, µM (highest dose often 28.7 µM), inactives show at the top dose activity change, negative = inhibition, usual class: inhibitors. 6.9% of 320,000 active. AID 504834, 2011. P. falciparum luciferase reporter growth, 96 h
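P. falciparum expressing integrated firefly luciferase grown in erythrocytes (2% hematocrit, 0.05% parasitemia final) with compounds for 96 hours at 37 C, 5% CO2. Growth inhibition read as loss of luminescence after adding luciferase detection reagent.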
LmPK inh: qHTS Assay for Inhibitors of Leishmania Mexicana Pyruvate Kinase (LmPK); Q27686; purified LmPK, Kinase-Glo ATP luminescence, 1 h; Potency, µM (titrated, usually from 57.5 µM), for the others: at the highest dose activity change, negative = inhibition, actives largely listed as inhibitors; 0.37% of 290,000 active
Target sequence (Q27686 whole entry, looked up): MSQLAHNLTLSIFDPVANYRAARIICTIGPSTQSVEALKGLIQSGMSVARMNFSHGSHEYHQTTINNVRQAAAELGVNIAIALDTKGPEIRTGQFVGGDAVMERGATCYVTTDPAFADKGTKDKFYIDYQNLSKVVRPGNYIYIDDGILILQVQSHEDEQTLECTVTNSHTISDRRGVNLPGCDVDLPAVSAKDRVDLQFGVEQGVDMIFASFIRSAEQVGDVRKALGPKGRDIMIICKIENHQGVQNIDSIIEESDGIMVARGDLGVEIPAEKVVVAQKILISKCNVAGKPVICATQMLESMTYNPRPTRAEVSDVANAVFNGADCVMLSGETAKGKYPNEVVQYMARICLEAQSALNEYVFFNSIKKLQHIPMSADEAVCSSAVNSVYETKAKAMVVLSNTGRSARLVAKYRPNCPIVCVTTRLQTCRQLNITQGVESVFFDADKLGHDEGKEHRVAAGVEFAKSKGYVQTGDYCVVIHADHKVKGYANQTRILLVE
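Purified LmPK (0.1 nM) with 0.5 mM PEP and 0.1 mM ADP in imidazole buffer pH 7.2 with MgCl2/KCl, 1 h at room temperature. ATP formed was read by luciferase luminescence and normalized to no-enzyme and uninhibited controls.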
TbPYK inhibitor: qHTS of Trypanosoma Brucei Inhibitors; pyruvate kinase (Trypanosoma brucei), Q57TT1; TbPYK enzyme, Kinase-Glo Plus ATP luminescence, 45 min; Potency, µM (doses to about 76.8 µM), for inactives: at the top dose activity, negative = inhibition, usual class: inhibitors; 0.12% of 410,000 active; also: nearly all actives have a fitted effect of over 50% in size
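Readout: single end-point luminescence (Kinase-Glo Plus, 10 min). Reaction conditions were TbPYK/substrate plus 130 uM ADP, 45 min at RT, pH 7.2 TEA buffer. No-enzyme wells served as controls, and data were normalized before concentration-response fitting.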
Pf growth 48h: Primary qHTS for delayed death inhibitors of the malarial parasite plastid, 48 hour incubation | 5.9% of 310,000 active | AID 504832, 2011 | P. falciparum luciferase growth in erythrocytes, 48 h | Potency, µM (series often up to 28.7 µM), for inactives: at the top dose activity change, negative = inhibition, most hits filed as inhibitors
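A one-generation exposure of luciferase-tagged malaria parasites in RPMI 1640/Albumax erythrocyte culture, 37 C and 5% CO2. Inhibition is inferred from decreased luminescence after adding detection reagent.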
Sm TGR block: qHTS Assay for the Inhibitors of Schistosoma Mansoni Peroxiredoxins; Schistosoma mansoni thioredoxin glutathione reductase (TGR), Q962Y6; Potency, µM (series often up to 114 µM), without a hit: at the highest dose activity change, negative = inhibition, usual class: inhibitors; AID 485364, 2010; 3% of 360,000 active; purified TGR, DTNB reduction, TNB absorbance 405 nm; also: nearly all actives have a fitted effect of over 60% in size
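TGR 20 nM + NADPH 100 uM (dispensed conc.), cpd preinc 15 min RT; start with NADPH (500 uM addition) then DTNB (15 mM addition). Kinetic TNB absorbance, 405 nm filter. Four-parameter Hill fit across titration.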
HCV inh: qHTS Assay for Inhibitors of Hepatitis C Virus (HCV) | Huh7.5.1 HCVcc-Cre infection, luciferase reporter, 44 h | Potency, µM (series often up to 41.8 µM), for inactives: at the top dose activity change, negative = inhibition, most hits filed as inhibitors | 3.4% of 340,000 active
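Cells (1,000/well) were plated 4 h before compound, then infected with HCVcc-Cre virus (~0.5 moi). After 44 h further culture, infection was read as luciferase luminescence following a 15 min substrate incubation at room temperature.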
An asterisk follows results filed as active; ? = inconclusive; . = no result given; & = joins results of further samples; [ ] = another dose, or the depositor's remark. Calls follow the shape of the dose curve; as a rule, active = well fitted curve in the direction sought with a large enough effect; inconclusive = small, poorly fitted or top-dose-only effect, or another doubt; inactive = no such curve, though single readings can be large; an effect the other way counts as inactive or inconclusive. % is scaled to controls: 0 for no effect and ±100 for the full control effect; potency is read from the fitted curve at half-maximal effect.

SMILES	Pf growth 96h	LmPK inh	TbPYK inhibitor	Pf growth 48h	Sm TGR block	HCV inh
CCc1nnc(NC(=O)CSc2ccc(-c3ccc(F)cc3)nn2)s1	-3%	-2%	.	0%	-1%	.
CCC(=O)Nc1nnc(S(=O)(=O)N(C)c2ccccc2)s1	?	-1%	35%[activator]	25%	4%	7%
CC(C)C(=O)OC/C(O)=C(\C#N)c1nc2ccccc2[nH]1	35%[activator]	8%	-6%	-27%	4%	2%
C/C(N)=C(/C#N)C(=O)CSc1nc2ccccc2c(=O)n1-c1ccccc1C	?	6%	-4%	?	0%	-29%
Cc1cc(=O)oc2cc(OCC#N)ccc12	-7%	6%	-2%	33%[activator]	2%	5%
COC(=O)c1ccccc1S(=O)(=O)N(Cc1ccco1)Cc1cc2cc(OC)ccc2[nH]c1=O	-30%	-2%	-3%	?	7.1µM*	?
COc1ccc(-c2c(C(F)(F)F)nn(C)c2NC(=O)c2ccco2)cc1	?	3%	-3%	?	2%	8%
O=C(Nc1ccc(S(=O)(=O)NC2=NCCCCC2)cc1)c1cc(S(=O)(=O)N2CCOCC2)ccc1F	-17%	0%	-6%	?	-18%	16%
NC(=O)c1ccc(NC(=O)COC(=O)C2(c3cccc(F)c3)CCCC2)cc1	21%	3%	-1%	12%	1%	?
CC1(C)CN(c2cccc(-c3ccnc4ncnn34)c2)C1=O	?	-8%	-2%	.	0%	24%
CC(=O)N/C(=C/c1ccccc1)C(=O)NCCO	24%	1%	1%	19%	-4%	12%
CC(=O)c1c(N2CCCCC2)nc(=O)n(-c2ccccc2)c1C	-21%	1%	2%	8%	4%	12%
Cc1c(Br)c(O)c(Br)c2sc(=O)oc12	?	0%	?	?	2.8µM*	8%
O=C(CCCn1c(=O)[nH]c2cc(Cl)ccc2c1=O)NCCCN1CCN(c2ccc(F)cc2)CC1	13%	6%	3%	?	-4%	7.9µM*
CC(NC(=O)C(C)N1CCN(Cc2ccccc2)CC1)c1ccc(F)cc1 (stereo not given)	32%[activator]	-3%	1%	0%	3%	7%
Cc1ccsc1/C=N/NC(=O)CNC(=O)c1ccc(S(=O)(=O)N(C)C)cc1	15%	3%	2%	-19%	-14%	-10%
CC(C)C[C@H](NC(=O)OC(C)(C)C)C(=O)N[C@@H](CO)[C@H](O)[C@@H]1C[C@@H]1C(=O)NC1CC1	?	0%	-20%	23%	2%	14%
CCc1ccccc1Nc1nc(N)nc(CSCC(=O)c2cc(C)n(C)c2C)n1	198%[activator]	1%	-2%	?	-25%	-16%
C=C(CO)C1Cc2cc(C(C)=O)ccc2O1 (stereo not given)	17%	3%	-5%	30%[activator]	-23%	5%
O=C(Nc1ccc(-c2cccc(F)c2)cc1)C1CCCN(Cc2ccccn2)C1 (stereo not given)	?	4%	-5%	?	-33%	?
Cc1cccc(CSc2ncc(CO)n2C)c1	21%	-8%	-5%	31%[activator]	-30%	-4%
COc1ccc(CCNC(=O)Cn2c(=O)n(CC3CCCO3)c(=O)c3cc(OC)c(OC)cc32)cc1OC (stereo not given)	-26%[5.75 µM]	-4%	-1%	-14%	-13%	2%
O=[N+]([O-])c1ccc2c(c1)C(N1CCOCC1)/C(=C/COc1ccc(F)cc1)O2 (stereo not given)	-18%	7%	4%	?	-1%	?
Cc1cc(O)ccc1N1C(=O)c2cccc3cc([N+](=O)[O-])cc(c23)C1=O	0%	3%	-6%	2%	-3%	5%
Oc1cccc(/C=N/NP(=S)(c2ccccc2)c2ccccc2)c1	-10%	5%	6%	.	5%	9%
O=C(CNS(=O)(=O)c1ccc(C(=O)N2CCOCC2)cc1)N1CCOCC1	?	4%	-2%	9%	7%	-12%
O=c1[nH]c(SCc2ccccc2Cl)nc2[nH]ncc12	-35%[1.15 µM]	1%	3%	5%	4%	-1%
O=C(NCCO)c1ccc2nc(-c3ccco3)c(-c3ccco3)nc2c1	.	4%	-37%	-1%	1.8µM*	1%
COc1cc(C(=O)OCC(=O)NC(=O)C2CCCCC2)ccc1OC(F)F	45%[activator]	-3%	0%	?	6%	11%
O=C(O)CSc1ncnc2c1oc1ccccc12	0%	-1%	-3%	46%[activator]	8%	6%
Cc1csc(NC(=O)CSc2nnc(C)s2)n1	-11%	-4%	1%	9%	0%	6%
COc1ccc(N2C(=O)CCC(C(=O)O)C2c2ccc(F)cc2)cc1 (stereo not given)	2.6µM*	-6%	-2%	4%	0%	-13%
COc1ccc(NC(=O)CSc2ccc(-c3cccnc3)nn2)c(OC)c1	?	-7%	2%	?	-22%	-1%
CCOC(=O)Nc1ccc(C(=O)c2ccncc2)cc1	?	6%	5%	0%	-7%	25%
Cc1occc1C(=O)NCc1cccs1	.	-3%	-7%	-3%	-16%	2%
O=C(Nc1cccc(Cl)c1Cl)c1snnc1-c1ccccc1	95%[activator]	2%	1%	-11%	18%	7%
O=C(c1cnsn1)N1CCN(c2ccccn2)CC1	.	5%	-12%	22%	20%	1%
Cc1ccc(C(=O)CSc2nc3cc(S(=O)(=O)N4CCOCC4)ccc3o2)cc1	-6%	-2%	-6%	-16%	-3%	?
Cc1cc(C(F)(F)F)c2c(=O)[nH]c(=O)n(Cc3ccccc3)c2n1	?	1%	1%	-7%	-17%	-30%
O=C(COC(=O)c1ccccc1Cl)Nc1ccc2[nH]c(=O)[nH]c2c1	25%	.	-2%	22%	-6%	?
O=C(Cc1csc(Nc2nc(=S)[nH]c3ccccc23)n1)NCc1cccc(Cl)c1	?	3%	-10%	4%	-20%	?
CCOC(=O)c1c(C)[nH]c(C)c1S(=O)(=O)NCC1CCN(Cc2cccc(Cl)c2)CC1	-8%	-1%	-5%	?	-13%	-23%
CC1CCCN(Cc2csc(N)n2)C1 (stereo not given)	18%	2%	-1%	-14%	-6%	6%
COc1ccc(NC(=O)c2cc3ccccc3cc2OC)cc1OC	?	1%	-7%	-7%	-13%	11µM*
Cc1nn(-c2ccccc2)c(C)c1-c1cc(C(=O)N/N=C/c2ccc(O)cc2)[nH]n1	?	7%	5%	?	-3%	-7%
O=C(O)C1C2CCC(O2)C1C(=O)NCc1ccccc1Br (stereo not given)	-14%	1%	2%	4%	10%	-1%
O=C1CCCC2=C1C(c1ccccc1)C1=C(CCCC1=O)O2	?	-12%	.	23%	0%	.
Cc1ccc(Cl)cc1NC(=S)NCCCSC1CCCCC1	?	4%	5%	-21%	6%	10µM*

Compound profiles, as listed above. Order of screens: Pf growth 96h, LmPK inh, TbPYK inhibitor, Pf growth 48h, Sm TGR block, HCV inh
Cc1ccc(C(=O)CSc2nc3cc(S(=O)(=O)N4CCOCC4)ccc3o2)cc1 in the list: -6%, -2%, -6%, -16%, -3%, ?
CCOC(=O)c1c(C)[nH]c(C)c1S(=O)(=O)NCC1CCN(Cc2cccc(Cl)c2)CC1 in the list: -8%, -1%, -5%, ?, -13%, -23%
O=C(c1cnsn1)N1CCN(c2ccccn2)CC1 in the list: ., 5%, -12%, 22%, 20%, 1%
Cc1cc(C(F)(F)F)c2c(=O)[nH]c(=O)n(Cc3ccccc3)c2n1 in the list: ?, 1%, 1%, -7%, -17%, -30%
O=C(O)C1C2CCC(O2)C1C(=O)NCc1ccccc1Br (stereo not given) in the list: -14%, 1%, 2%, 4%, 10%, -1%

(cont.)
SMILES	Pf growth 96h	LmPK inh	TbPYK inhibitor	Pf growth 48h	Sm TGR block	HCV inh
COc1c(C(=O)N2CCCC2)ccc2ccccc12	19%	5%	-10%	14%	2%	-25%
Cc1cc([N+](=O)[O-])nn1Cc1ccc(C(=O)N/N=C/c2ccc(O)cc2O)cc1	-89%	1%	3%	?	-4%	?
Cc1cc(/C=N/n2cnnc2)c(C)n1-c1cccc(C(=O)O)c1	?	-3%	-6%	?	-17%	8%
Cc1ccc(S(=O)(=O)N2CCCCC2)cc1C(=O)NC1CCCCC1	5%	-2%	0%	-16%	-1%	6%
CC(C)CC(=O)N1CCC(O)(CS(=O)(=O)Cc2ccccc2)CC1	2%	-2%	0%	-21%	8%	11%
CC12CCC(=O)N1C(C(=O)Nc1cc(S(=O)(=O)N3CCCCCC3)ccc1OCC(F)(F)F)CS2 (stereo not given)	?	-1%	0%	?	6%	?
Cc1ccc2c(COC(=O)c3ccccc3Cl)cc(=O)oc2c1	39%[activator]	1%	7%	214%[activator]	-28%	-8%
Cc1ccccc1OCC(=O)Nc1ccc2c(c1)Cc1ccccc1-2	?	7%	5%	?	3%	16%
O=C(NCc1nnc(SCC(=O)N2CCCC2)o1)c1ccco1	?	2%[11.5 µM]	1%	-4%	-1%	8%
CCO[C@H]1OC(C(=O)NC2CC2)=C[C@@H](c2ccc(C(F)(F)F)cc2)[C@@H]1CCCO	?	6%	0%	-29%	-8%	10%
CCCCCCN1CCN(c2ccccc2Cl)CC1	?	12%	-4%	-15%	0%	8%
O=C(CCC(=O)Nc1ccc(F)cc1)N/N=C/c1cc([N+](=O)[O-])ccc1O	-5%	3%	5%	?	16%	-10%
CCCOC(=O)c1ccc(OC(=O)c2ccco2)cc1	.	3%	-2%	.	1%[11.4 µM]	11%
COc1ccc(CCNC(=O)COc2ncnc3ccccc23)cc1	26%	-1%	3%	9%	4%	13%
O=C(O)CCCCCN1C(=O)CSC1=S	?	-2%	-3%	2%	3%	10%
CN(Cc1nc2ccc(Cl)cc2[nH]1)Cc1nc(-c2cnccn2)no1	?	3%	-2%	-13%	1%	24%
CCOc1ccc(S(=O)(=O)N2CCCCC2)cc1NC(=O)CCNC(=O)c1ccco1	?	.	-8%	3.3µM*	-3%	0%
COc1ccc(C)cc1NC(=O)CN(C)S(=O)(=O)c1ccc2c(c1)CCCN2C(C)=O	-3%	1%	7%&-2%	-4%	-8%&-1%	?
Cc1noc(C)c1CSc1ccccc1C(=O)Nc1nccs1	.	-3%	6%	-16%	-5%	-4%
CN(C)CC(C)(C)CNS(=O)(=O)c1ccc(Cl)s1	-2%[5.75 µM]	3%	-8%	?	-4%	8%
O=C(CSc1ccccc1F)OCC(=O)N1CCN(C(=O)c2ccco2)CC1	2%	.	0%	6%	-29%	-2%[8.37 µM]
Cc1cc(NS(=O)(=O)c2ccc(NC(=O)CSc3nc4ncc(Cl)cc4[nH]3)cc2)nc(C)n1	-9%	6%	0%	1%	6%	9%
COc1ccc(Cl)cc1C(=O)Nc1ccc(NC(=O)c2ccco2)cc1	2.1µM*	-2%	0%	?	3%	?
CC(C)(C)c1ccc(NC(=S)NCCc2ccccn2)cc1	?	5%	-24%	-33%	-11%	?
Cc1cccc(NC(=O)c2ccc(-n3cncn3)c([N+](=O)[O-])c2)c1	-29%	.	-16%	-13%	17%	22%
Cc1ccc(C(c2sc3nc(C)nn3c2O)N2CCN(c3ccccc3)CC2)cc1 (stereo not given)	14%	0%	-3%	10%	7%	24%

An excerpt from above in order of molar mass, low to high:
SMILES	Pf growth 96h	LmPK inh	TbPYK inhibitor	Pf growth 48h	Sm TGR block	HCV inh
Cc1cccc(NC(=O)c2ccc(-n3cncn3)c([N+](=O)[O-])c2)c1	-29%	.	-16%	-13%	17%	22%
Cc1noc(C)c1CSc1ccccc1C(=O)Nc1nccs1	.	-3%	6%	-16%	-5%	-4%
COc1ccc(C)cc1NC(=O)CN(C)S(=O)(=O)c1ccc2c(c1)CCCN2C(C)=O	-3%	1%	7%&-2%	-4%	-8%&-1%	?

Looked up by structure from above (2):
SMILES	Pf growth 96h	LmPK inh	TbPYK inhibitor	Pf growth 48h	Sm TGR block	HCV inh
Cc1cc(NS(=O)(=O)c2ccc(NC(=O)CSc3nc4ncc(Cl)cc4[nH]3)cc2)nc(C)n1	-9%	6%	0%	1%	6%	9%
Cc1cccc(NC(=O)c2ccc(-n3cncn3)c([N+](=O)[O-])c2)c1	-29%	.	-16%	-13%	17%	22%

Screens as filed in PubChem BioAssay.
